# Compound activity as filed in PubChem.
# PDI turbidity = inhibitors of human PDI, primary screen, biochemical, turbidity, single point, plate reader; PDI insulin aggregation turbidity, A650, 90 min; inhibition, % at 10 µM; 350,000 compounds, 0.052% hits; AID 588391, 2011;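 active = mean inhibition across replicates of 30% or more, whatever share of single replicates reach that level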;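 also: absorbance from insulin aggregation driven by PDI reduction with DTT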
# Target sequence (P07237 whole entry, looked up): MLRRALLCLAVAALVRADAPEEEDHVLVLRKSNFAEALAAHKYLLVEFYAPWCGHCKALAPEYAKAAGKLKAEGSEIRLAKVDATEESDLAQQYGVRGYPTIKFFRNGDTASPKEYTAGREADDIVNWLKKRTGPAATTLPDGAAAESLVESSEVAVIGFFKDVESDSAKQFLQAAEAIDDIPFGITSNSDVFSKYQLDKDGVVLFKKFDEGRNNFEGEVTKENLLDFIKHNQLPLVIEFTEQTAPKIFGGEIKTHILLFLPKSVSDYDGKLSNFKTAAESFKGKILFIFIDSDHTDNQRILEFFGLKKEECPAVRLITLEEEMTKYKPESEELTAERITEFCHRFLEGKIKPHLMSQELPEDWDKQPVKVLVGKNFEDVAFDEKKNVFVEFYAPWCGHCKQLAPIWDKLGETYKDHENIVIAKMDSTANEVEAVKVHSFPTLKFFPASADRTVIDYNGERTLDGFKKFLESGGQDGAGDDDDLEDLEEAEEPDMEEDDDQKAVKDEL
# CF NFkB inh = inhibitors of PAF-induced NF-kB signaling, primary screen, cell-based, GFP fluorescence, uHTS | KKLEB NF-kB-GFP reporter, GFP fluorescence overnight | inhibition, % at 5 µM | 360,000 compounds, 0.86% hits | AID 588850, 2011;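 active = at least 50% inhibition at 5 µM, scaled per plate between neutral and stimulator controls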;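 also: PAF is a Pseudomonas aeruginosa culture filtrate used as stimulus; plate controls were PAF-stimulated DMSO wells for no effect and unstimulated DMSO wells for full effect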
# HIF-2a inh = HIF-2a reporter inhibitors, primary screen, luminescence, 786-0 RCC cells; 786-0 RCC cells HIF-2a reporter, luciferase luminescence, overnight; 360,000 compounds, 0.72% hits; inhibition, % at 18.8 µM;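 active = inhibition of the luminescence signal of 40% or more relative to plate controls, in a single-dose primary screen at 18.75 µM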
# KKLEB tox = cytotoxicity in KKLEB CF airway cells, primary screen, cytotoxicity control for CF NF-kB inhibitor project, cell-based, uHTS, fluorescence assay plates. KKLEB CF airway cells viability, ATPlite luminescence, overnight; hits give low values; cells stimulated with P. aeruginosa culture filtrate. activity change (cytotoxicity), % at 5 µM. 360,000 compounds, 0.36% hits;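 active = corrected activity change at or below -50% at 5 µM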
# Shn3 inh set2 = reduction of Shn3 3'UTR firefly luciferase signal, primary screen, Schnurri-3 inhibitor project, cell-based, Clone20 osteoblasts, set 2; Clone20 osteoblast Shn3 3'UTR firefly luciferase, 24 h; inhibition, % at 12.5 µM; 360,000 compounds, 0.52% hits; AID 588674, 2011;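 active = mean inhibition of at least 75% with every replicate also reaching 75%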;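 also: 0% = median of neutral control wells and 100% = pilot-screen positive control compound; some compounds past the cut are filed as inactive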
# CaV13 FRET inh = Primary screen for inhibitors of IQ motif and Ca2+-dependent inactivation inhibitor domain binding in CACNA1D, Förster resonance energy transfer in living cells, …. 340,000 compounds, 0.098% hits. inhibition, % at 12.3 µM. AID 743397. HEK cells, CFP/YFP FRET ICDI-IQ, plate reader, 10 min; percent FRET-ratio fall versus neutral wells;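 active = mean replicate inhibition of at least 30% and at least 1% of replicates passing that level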;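 also: 0% = median of the neutral control wells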
# NR2E3 ag-1 = NR2E3 agonists in two-hybrid cells, primary screen, cell-based, luminescence, CHO-S, Gal4-NCOR/VP16-NR2E3 | luciferase | AID 602229, 2012 | Photoreceptor-specific nuclear receptor (Homo sapiens), Q9Y5X4 | inhibition of corepressor binding, % at 3.98 µM | 360,000 compounds, 0.35% hits;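 active = inhibition above the mean of all tested compounds plus 3 SD, cut at about 70% in these data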;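 also: 0% = DMSO with NR2E3 transfected cells and 100% = cells lacking NR2E3 construct; higher means lower luciferase signal from less NR2E3 corepressor binding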
# Target sequence (Q9Y5X4 whole entry, looked up, the tested form may be a part): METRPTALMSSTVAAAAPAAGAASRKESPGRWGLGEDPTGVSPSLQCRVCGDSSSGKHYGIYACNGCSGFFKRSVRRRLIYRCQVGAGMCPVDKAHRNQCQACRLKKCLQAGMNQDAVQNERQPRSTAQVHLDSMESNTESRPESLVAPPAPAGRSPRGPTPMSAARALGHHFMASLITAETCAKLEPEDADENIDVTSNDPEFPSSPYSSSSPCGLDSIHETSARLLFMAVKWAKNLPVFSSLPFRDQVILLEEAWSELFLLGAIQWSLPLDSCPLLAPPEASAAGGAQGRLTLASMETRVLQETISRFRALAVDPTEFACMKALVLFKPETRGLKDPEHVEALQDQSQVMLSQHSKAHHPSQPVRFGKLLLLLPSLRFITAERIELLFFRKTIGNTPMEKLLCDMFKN
# Vif inh = HIV Vif self-association inhibitors, primary screen, imaging, HEK293T, single point; 340,000 compounds, 0.35% hits; AID 602346, 2012; inhibition, % at 7.49 µM; HEK293T cells, Vif self-association by quenched fluorescence, 24 h; in the data active = inhibition above about 50%, passing the limit was not always enough; also: some results filed as inactive read as strong as hits
# TRPM1 prom inh = inhibitors of MITF-dependent TRPM1 promoter reporter, primary screen, cell-based, SK-MEL-5, single point, luciferase | SK-MEL-5 TRPM1 promoter luciferase, 24 h | 330,000 compounds, 0.83% hits | inhibition, % at 12.5 µM | AID 488899, 2010;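 active = mean inhibition across replicates of 60% or more, whatever share of single replicates reaches that level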; also: values of inactives mirror those of a sister screen read the other way
# Peg3 prom inh = Peg3 promoter-driven luciferase inhibitors, primary screen, cell-based, HeLa, luciferase luminescence. AID 588405, 2011. inhibition, % at 20 µM. 360,000 compounds, 1.7% hits. HeLa PEG-Prom luciferase reporter, overnight;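 active = inhibition of at least 50% at 20 µM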
# NR2E3 ag-2 = inhibitors of NR2E3-RetCOR corepressor binding, primary screen, NR2E3 agonist project, biochemical, TR-FRET, GST-NR2E3, biotin-RetCOR. inhibition of corepressor binding, % at 4.78 µM. Photoreceptor-specific nuclear receptor (Homo sapiens), Q9Y5X4. 320,000 compounds, 0.12% hits. 1536-well. AID 2300, 2010;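 active = percent inhibition above the cutoff of mean plus 3 SD of all tested compounds, set per screening campaign, cut at about 20% in these data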;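 also: 0% = DMSO wells and 100% = biotin wells as full block of FRET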
#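 Test system – NR2E3–RetCOR corepressor complex · Quantity – NR2E3 fusion 1.35 nM · Buffer or medium – Tris pH 7.5 · Incubation – Compound–protein incubation for 5 h at 4 °C · Technique – TR-FRET, Eu(K)-anti-GST donor, streptavidin-D2 acceptor, ex 340, em 617/671 nm · Evaluation – percent inhibition of 671/617 nm emission ratio versus biotin and DMSO controls · Plate – 1536-well format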
# Numbers without * were called inactive; . = no result given. The order is random; overall some 3.3% were active at least once.
SMILES,PDI turbidity,CF NFkB inh,HIF-2a inh,KKLEB tox,Shn3 inh set2,CaV13 FRET inh,NR2E3 ag-1,Vif inh,TRPM1 prom inh,Peg3 prom inh,NR2E3 ag-2
CC(=O)C1=CCC(c2ccccc2F)N(S(=O)(=O)c2ccc(C)cc2)C1 (configuration not stated),.,28.6,16.1,-10.7,9.1,-3.0,3.4,-6.4,.,14.9,.
O=C1NC(=O)C(Cc2c[nH]c3ccccc23)N1 (configuration not stated),18.2,-4.7,9.8,2.8,9.6,-4.9,-14.7,-1.7,11.0,-1.6,3.3
COc1cccc(NC(=O)COc2ccccc2C(N)=O)c1,-1.9,3.1,-207.0,-22.7,-38.5,-6.5,-117.4,33.2,-39.7,-228.2,-2.0
O=c1c(C(c2ccc(O)cc2)c2c(O)nc3n(c2=O)CCS3)c(O)nc2n1CCS2,1.0,-11.6,-6.3,7.7,16.0,.,-5.7,-4.3,-3.8,24.9,1.1
COC(=O)c1ccc(Cn2c(C)c(C(=O)NCc3ccc(C#N)cc3)sc2=O)o1,13.4,-3.3,0.5,-12.5,10.4,7.7,-2.9,-1.4,.,-4.3,.
O=C(Nc1cccc2c1CCCC2)c1cc([N+](=O)[O-])cc([N+](=O)[O-])c1,-6.5,-9.4,9.4,16.3,-3.4,-4.5,-21.3,1.6,33.8,27.3,-0.9
COc1cc(/C=C/c2sc3ccccc3[n+]2CCCS(=O)(=O)[O-])ccc1O,4.2,-5.1,10.4,25.3,-23.9,-17.8,-33.5,5.7,-2.5,-4.1,-7.0
CCOC(=O)c1oc2cc(O)ccc2c(=O)c1-c1ccc(OC)cc1,2.4,0.4,2.7,2.5,7.8,.,-4.0,-0.9,18.2,13.8,4.6
COc1cccc(C2c3c(oc4ccccc4c3=O)C(=O)N2CCCN2CCOCC2)c1OC (configuration not stated),3.4,13.8,8.9,-9.2,-27.4,-15.4,5.7,-2.5,6.1,-1.1,.
Cc1ccc(C)c(NC(=O)c2nnn(Cc3ccccc3)c2N)c1,-4.3,15.3,5.8,-2.1,31.2,-6.0,25.6,-3.4,-3.5,0.7,-0.2
O=C(N/N=C/c1ccc(Cl)cc1)C(=O)N1CCCCCC1,-9.6,-0.8,-9.1,-32.0,9.6,-20.4,1.5,12.7,-6.5,-13.0,0.8
CCC(NC(=S)NCc1ccc(F)cc1)c1ccc(C)cc1 (configuration not stated),4.9,-20.9,1.6,17.7,4.5,-5.3,3.9,-4.8,8.1,19.4,1.0
O=C(Nc1nc2ccc(S(=O)(=O)N3CCCC3)cc2s1)c1ccccn1,0.3,-5.5,-96.5,19.6,25.9,-6.7,-20.3,-25.2,-13.1,-119.3,-2.4
CCCn1c(NC(=O)CN2C(=O)NC3(CCCCC3)C2=O)nc2ccccc21,-1.8,-4.7,-1.6,10.5,4.9,.,-22.9,-9.6,16.3,14.0,-1.4
CC(C)(C)C(=O)N1CCN(c2ccc(NC(=O)c3ccc([N+](=O)[O-])o3)cc2)CC1,-6.7,55.6*,87.6*,-3.8,92.5*,-2.4,1.3,1.0,81.4*,97.2*,7.4
CCCC(=O)Nc1nnc(CCN2CCCCC2)s1,-6.0,3.2,7.0,3.2,6.8,-4.3,1.3,6.0,-0.9,3.0,-0.3
Cc1ccc(S(=O)(=O)N2CCN(C(C)CC(=O)O)CC2)cc1 (configuration not stated),-6.4,-0.8,4.0,0.6,-4.6,2.0,-12.1,20.2,-12.6,2.6,3.8
O=C(CSc1nnc(C2CC2)n1C1CC1)Nc1cccc(Br)c1,-23.0,-10.5,-73.4,2.5,-13.9,-3.3,-15.6,-3.0,-16.7,-17.8,1.7
CCOC(=O)N1CCN(c2nc(-c3ccccc3)c3cc(C)ccc3n2)CC1,-1.6,19.3,11.8,-4.3,-0.2,-14.2,14.9,-8.8,1.9,8.2,-0.8
CCn1nc(NC(=O)c2ccccc2)c2cc3cccc(C)c3nc21,-2.2,1.7,-15.6,-4.4,1.3,-2.2,9.2,-3.0,0.6,-1.5,-0.1
CCOC(=O)c1cc(-c2ccccc2)nn1CC1CC(c2cccnc2)=NO1 (configuration not stated),-2.5,-9.2,13.6,-9.9,-4.1,-3.8,-8.8,.,11.3,-0.7,1.1
CCc1ccc(CN2CCC(Oc3ccc(C(=O)N4CCCC4)cc3)CC2)cc1,2.6,12.0,22.7,-28.1,27.7,-5.3,7.2,5.4,2.5,27.4,0.5
Nc1nnc(CC(=O)N2CCCCC2)s1,7.8,22.2,8.7,-12.1,-10.1,-3.1,-10.8,-0.8,-1.6,2.1,5.3
COC(=O)c1sccc1N/N=C(\C)c1ccc(F)c(Cl)c1,-3.7,-43.8,-93.0,14.1,-15.7,-4.2,-23.2,-3.6,-9.7,-55.8,0.2
O=C(NCc1ccc2c(c1)OCO2)c1ccc(Cl)nc1,0.1,-8.8,-0.5,-0.7,7.7,-0.6,7.8,-4.2,-14.6,6.9,0.6

# Record cards (already shown). Values in the order: PDI turbidity	CF NFkB inh	HIF-2a inh	KKLEB tox	Shn3 inh set2	CaV13 FRET inh	NR2E3 ag-1	Vif inh	TRPM1 prom inh	Peg3 prom inh	NR2E3 ag-2
# `Nc1nnc(CC(=O)N2CCCCC2)s1` across the screens: 7.8	22.2	8.7	-12.1	-10.1	-3.1	-10.8	-0.8	-1.6	2.1	5.3
# `O=C(NCc1ccc2c(c1)OCO2)c1ccc(Cl)nc1` across the screens: 0.1	-8.8	-0.5	-0.7	7.7	-0.6	7.8	-4.2	-14.6	6.9	0.6
# `CCc1ccc(CN2CCC(Oc3ccc(C(=O)N4CCCC4)cc3)CC2)cc1` across the screens: 2.6	12.0	22.7	-28.1	27.7	-5.3	7.2	5.4	2.5	27.4	0.5

# The results go on.
SMILES,PDI turbidity,CF NFkB inh,HIF-2a inh,KKLEB tox,Shn3 inh set2,CaV13 FRET inh,NR2E3 ag-1,Vif inh,TRPM1 prom inh,Peg3 prom inh,NR2E3 ag-2
CCOc1ccc(CCNC(=O)CSc2cc(=O)n(C)c3ccccc23)cc1OCC,2.3,13.7,15.3,-1.5,21.5,-1.3,18.5,11.8,8.5,-6.6,-2.0
COc1cc(OC)c(C(=O)C=Cc2ccc(OC)c(OC)c2)c(OC)c1,8.3,34.7,37.5,-12.9,-11.6,-7.1,10.1,2.1,21.3,15.5,.
CCOc1ccc(N(CC(=O)NC2CCCCC2)C(=O)CNC(=O)c2ccco2)cc1,3.7,10.3,13.4,-7.3,-8.2,.,1.1,.,-6.8,8.7,-1.4
CN(C)S(=O)(=O)c1ccc(/C(O)=C2/C(=O)C(=O)N(Cc3cccnc3)C2c2ccncc2)cc1 (configuration not stated),-4.9,-5.3,2.1,-4.9,-11.9,-5.7,12.2,2.5,-5.2,14.8,1.0
CCC1Oc2ccc(C)cc2N(CC(=O)NCCN2C(C)CCCC2C)C1=O (configuration not stated),-4.3,1.4,-5.4,-9.6,-11.6,-5.2,5.3,7.1,1.1,8.3,3.1
CCOC(=O)c1[nH]c(C)c(C(=O)NCc2ccccn2)c1C,12.4,-3.3,8.8,5.7,-18.2,-4.2,0.5,0.6,2.4,-4.6,1.7
CC(C)n1cc(/C=C(\C#N)S(=O)(=O)c2ccccc2)c2ccccc21,-3.5,13.2,15.2,-1.4,15.3,-7.2,-23.5,-6.3,-7.2,10.2,0.2
CCCNc1c(NS(=O)(=O)c2ccc(NC(=O)CC)cc2)c(=O)oc2ccccc12,0.5,-17.4,17.6,11.5,5.9,-2.5,12.4,11.6,1.8,8.9,-1.5
CC/C(=C\C1CCCCC1)C(NP(=O)(c1ccccc1)c1ccccc1)c1ccccc1 (configuration not stated),1.4,40.1,18.6,-21.0,-14.1,-3.4,-15.4,9.0,19.2,59.2*,1.3
O=C(O)CCCC(=O)Nc1ccc(Br)cc1,-1.5,-45.6,9.2,14.5,-8.4,-7.7,20.4,8.8,3.7,0.8,-0.8
Cc1ccc(Cl)cc1NC(=O)CSc1nnc(C)n1-c1ccccc1,-3.6,-9.1,9.4,5.3,3.3,.,15.6,1.5,10.2,22.7,-0.6
COc1ccc(/C=C2\SC(=O)N(CCNC(=O)C3CSC4(C)CCC(=O)N34)C2=O)cc1 (configuration not stated),-4.4,14.2,-90.8,-5.4,-0.8,-5.4,-10.3,-14.7,-27.9,-85.8,-1.8
CCOC(=O)c1c(-c2ccccc2)csc1NC(=O)CSc1nnnn1C,-1.7,12.2,13.9,-45.7,36.5,-5.9,16.4,.,3.7,16.1,5.0
CS(=O)Cc1cc(Sc2ccccc2)nc(-c2ccncc2)n1 (configuration not stated),0.4,-11.8,21.8,-2.3,-6.4,-3.6,-4.0,3.3,-4.2,8.2,2.4
NC(=O)c1ccc(NC(=O)COC(=O)/C=C/c2ccc3c(c2)OCO3)cc1,5.6,2.3,-39.5,6.5,-66.5,-6.8,-16.9,7.0,-31.1,-71.3,-2.5
Cc1cc(C)cc(C(=O)OCC(=O)N2CCCC2)c1,-0.7,-0.3,-2.2,1.6,-3.2,-4.1,-56.0,11.6,-2.8,-4.0,1.1
CCOc1ccccc1NC(=O)CN(C)S(=O)(=O)c1ccc2[nH]c(=O)oc2c1,10.1,4.3,-4.1,-4.1,-21.9,-15.7,-7.3,-8.5,2.1,1.7,3.9
COc1ccc(/C=c2\sc3nc(-c4ccccc4OC)nn3c2=O)c(OC)c1,-0.2,-4.4,18.8,10.3,7.2,-3.7,-11.8,-11.7,28.2,20.0,3.3
N#C/C(=C/c1ccc(N2CCCCC2)o1)c1cccc(F)c1,2.9,-11.6,-339.3,11.2,60.5,-8.3,-37.4,.,-103.0,-298.1,5.6
O=[N+]([O-])c1cc2c(cc1CN1CCN(c3ccccc3)CC1)OCO2,-4.7,0.9,-95.8,-11.1,-16.6,-19.6,-54.5,-10.8,-26.7,-87.2,-5.8
CC(C)(C)OC(=O)NNC(=O)C12CC3CC(CC(C3)C1)C2,9.4,-13.9,10.8,7.3,9.0,-0.2,-21.4,2.6,8.7,0.9,0.4
COc1ccc(Cl)cc1NS(=O)(=O)c1cccc(C(=O)NCC(c2ccco2)N(C)C)c1 (configuration not stated),-1.0,-15.7,8.9,-0.2,-0.8,-5.7,-12.3,.,2.1,8.8,1.6
CCCCNC(=O)c1cc2n(n1)C(C(F)(F)F)CC(c1ccccc1)N2 (configuration not stated),-5.3,6.0,9.4,12.3,-10.8,-8.4,-17.9,.,4.3,2.0,0.1
